Screening results as filed in PubChem BioAssay.
mcGAS RapidFire – blocks mouse cGAS cGAMP production | Q8C6L5 | recombinant mouse cGAS, cGAMP by RapidFire MS | inhibition, % at 12.5 µM | 0.18% of 130,000 active | AID 1259397;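 active = inhibition of cGAS enzyme activity at or above 60%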;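 also: enzyme stimulated by 45 bp dsDNA with ATP and GTP substrates; cGAMP share of summed cGAMP plus half ATP and half GTP signals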
Target sequence (Q8C6L5 whole entry, looked up): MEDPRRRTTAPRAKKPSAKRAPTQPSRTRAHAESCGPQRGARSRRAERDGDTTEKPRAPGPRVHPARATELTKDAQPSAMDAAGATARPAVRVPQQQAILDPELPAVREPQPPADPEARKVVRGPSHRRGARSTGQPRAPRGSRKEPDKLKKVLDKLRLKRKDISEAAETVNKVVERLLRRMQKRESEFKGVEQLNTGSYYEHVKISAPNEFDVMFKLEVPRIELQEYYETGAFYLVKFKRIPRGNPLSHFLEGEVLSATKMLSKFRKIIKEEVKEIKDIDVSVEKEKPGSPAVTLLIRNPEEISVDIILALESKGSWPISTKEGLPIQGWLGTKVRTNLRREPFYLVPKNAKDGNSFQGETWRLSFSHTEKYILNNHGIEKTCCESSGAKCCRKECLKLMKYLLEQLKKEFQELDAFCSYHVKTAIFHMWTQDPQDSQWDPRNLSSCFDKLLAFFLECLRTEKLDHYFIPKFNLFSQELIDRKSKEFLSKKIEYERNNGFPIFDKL
An asterisk follows results filed as active; & = joins results of further samples. A portion of the library; rates above refer to the full screens.

Start of the data: the first six entries, ahead of the listing:
SMILES | mcGAS RapidFire
Cc1ccccc1NC(=O)c1cn(C)c2c(=O)n(-c3ccccc3)c(=O)[nH]c12 | -16
O=C(CCN1CCCC(O)C1)NC(=O)NCc1ccccc1 (centres undefined) | 11
CCc1ccc(CN(Cc2cccnc2)C(=O)NCc2ccccn2)cc1 | 1
Cc1ccc(CC(=O)NCc2cc(Cl)c3c(c2)OCCO3)s1 | -12&-2
CNC(=O)[C@@H]1C[C@H](N)CN1C(=O)c1oc(COc2ccccc2)cc1C | -14
N#CC(C(=O)c1cccc(NC(=O)C2CC2)c1)c1ccc(C(F)(F)F)cn1 (centres undefined) | -9

All compounds of this part, previewed entries included:
SMILES | mcGAS RapidFire
Cc1ccccc1NC(=O)c1cn(C)c2c(=O)n(-c3ccccc3)c(=O)[nH]c12 | -16
O=C(CCN1CCCC(O)C1)NC(=O)NCc1ccccc1 (centres undefined) | 11
CCc1ccc(CN(Cc2cccnc2)C(=O)NCc2ccccn2)cc1 | 1
Cc1ccc(CC(=O)NCc2cc(Cl)c3c(c2)OCCO3)s1 | -12&-2
CNC(=O)[C@@H]1C[C@H](N)CN1C(=O)c1oc(COc2ccccc2)cc1C | -14
N#CC(C(=O)c1cccc(NC(=O)C2CC2)c1)c1ccc(C(F)(F)F)cn1 (centres undefined) | -9
Cc1ccoc1C(=O)Nc1nc(CN2CC(C)OC(C)C2)cs1 (centres undefined) | -10
COC(=O)c1ccc(Cn2cnc3c(nnn3C)c2=O)cc1 | -6
C=Cc1ccc(Cn2c(C)c(C(=O)Nc3ccc(OC)c(OC)c3)sc2=O)cc1 | 0
CC(C)N(C)S(=O)(=O)c1ccc(CNC(=O)c2ccc[nH]c2=S)cc1 | 5
c1ccc(-c2nnc(CSc3nnc4ccccn34)o2)cc1 | -14
COc1ccc(/C=C2N=C(/C=C/c3ccc(C)cc3)OC\2=O)c(OC)c1 | 4
COc1cccc(C2CCCCN2Cc2nc(Cc3ccccc3F)no2)c1 (centres undefined) | 1
Cc1noc(C)c1C(=O)OCC(=O)N1CCC(C(N)=O)CC1 | -4
Cc1ccc(C(=O)OCC(=O)c2ccc(Br)s2)o1 | -4
O=C(Nc1ccc(S(=O)(=O)Nc2ccccn2)cc1)c1cccnc1Nc1cc(Cl)cc(Cl)c1 | 2
C=CCc1n[nH]c(Cc2ccccc2)n1 | -18
NC(=O)C1CCN(C(=O)CCC2CCCC2)CC1 | -5
O=c1ccc(-c2ccc(Cl)cc2)nn1CCCNS(=O)(=O)Cc1ccccc1 | 7
CC(C)N1C(=O)c2ccccc2[C@@H](C(=O)N(C)CCc2ccccn2)[C@@H]1c1ccccc1 | -5
CS(=O)(=O)NCC1CCCN(C(=O)c2ccc3c(c2)CCCC3)C1 (centres undefined) | -16
CCOC(=O)c1[nH]c(C)c(C)c1C | 3
CN(C)CC1(O)CCCN(CCCOc2ccc(F)cc2)CC1 (centres undefined) | -16
O=C(c1cnccn1)N1CCOC(COc2ccc3c(c2)CCCC3)C1 (centres undefined) | -2
CCCn1c(SC(C)C(N)=O)nc2ccc(C(F)(F)F)cc21 (centres undefined) | -8

An excerpt of these results, with each value named:
> COc1cccc(C2CCCCN2Cc2nc(Cc3ccccc3F)no2)c1 (centres undefined)
  mcGAS RapidFire: 1

> Cc1ccccc1NC(=O)c1cn(C)c2c(=O)n(-c3ccccc3)c(=O)[nH]c12
  mcGAS RapidFire: -16

Following part
SMILES | mcGAS RapidFire
COc1ccc(Cl)cc1-c1cnccc1N | -12
Cc1noc(C)c1C(=O)NCC(C)(C)C(N)=O | -5
CN(Cc1cccnc1)C(=O)c1ccc2oc(CCc3ccccc3)nc2c1 | -7
COC(=O)C(C)NC(=O)C(C)C (centres undefined) | -20
Clc1ccccc1-c1nnc2sc(-c3ccncc3)nn12 | 3
COc1ccc(-c2nc3n(n2)C(c2ccccc2Cl)C(C(=O)Nc2cccnc2)=C(C)N3)cc1 (centres undefined) | -6
CC(=O)c1c(C)[nH]c(C(=O)C(C)N2CCN(CC(=O)N3CCCCCC3)CC2)c1C (centres undefined) | -5
C=CCNC(=O)CSc1nnc(Nc2ccccc2Cl)s1 | 0
O=C1OC(/C=C/c2cccc(Cl)c2Cl)=NC/1=C/c1ccccc1[N+](=O)[O-] | -14
O=C(c1cnc2c(O)cccn2c1=O)N1CCOC(C(F)(F)F)C1 (centres undefined) | 1
O=c1c2ccccc2nc2n1N=C(c1ccc(Br)cc1)CS2 | -4
Fc1ccccc1Nc1n[nH]c(=S)s1 | 16
O=c1c(CN(Cc2ccsc2)CC2CCCO2)coc2ccccc12 (centres undefined) | -14
CCOC(=O)N1CCC(NC(=O)C(C(C)C)N2CCc3ccccc3C2)CC1 (centres undefined) | -4
CCCc1nc2c3ccccc3ncn2n1 | -5
O=C(CCC1CCN(C(=O)C2=CCCCC2)CC1)Nc1ccccc1 | 5
O=C(NCCC1CCCCC1)c1ncncc1Cl | -6
Cc1ccc(C(CC(=O)N2CCNCC2)c2ccccc2)c(O)c1C (centres undefined) | 15
O=C(c1ccc(Cl)cc1Cl)N1CCCC(OCc2cccc(C(F)(F)F)c2)C1 (centres undefined) | -1
CCCN(Cc1ccc(C(O)(c2ccccc2)c2ccccc2)o1)Cc1ccccc1OC | -3
Cc1noc(C)c1CN(C)Cc1ccc(S(C)(=O)=O)cc1 | -14
Cc1ccc2nc(CNc3nncc(-c4ccc5c(c4)OCO5)n3)cn2c1 | 5
CN(Cc1ccc(S(C)(=O)=O)cc1)Cc1cccc2cnccc12 | -20
COc1ccc(-c2ccc(S(N)(=O)=O)cc2F)c2ccc(C)nc12 | -24
C[C@@H]1CN(CC2CCCCO2)CC(C(N)=O)O1 (some centres undefined) | -11

More structures
SMILES | mcGAS RapidFire
Cc1ccc(S(=O)(=O)N(C)C2(C)CCS(=O)(=O)C2)cc1 (centres undefined) | -17
CC1(C(=O)NS(=O)(=O)Cc2ccccc2)CCN1C(=O)C1CCCCC1 (centres undefined) | -4
CCN(CC(=O)Nc1ccc(OC)cc1)c1ncnc2c1cnn2C | 7
CCCn1c(C)cc(CNCCSCc2cccs2)c1C | -2
O=C1NCC(=O)N2CCN(C(=O)CCc3nc4ccccc4s3)CC12 (centres undefined) | -9
C#CCSc1nc2c(cnn2CCO)c(=O)[nH]1 | -25
O=C(CCNC(=O)c1ccc(F)cc1)NC1(Cc2ccccc2)CC1 | -11
Cc1ccsc1CN(C)C(=O)C(C)n1cnc2ccccc21 (centres undefined) | -12
CCCCS(=O)(=O)CC(COC(=O)c1ccc(C)cc1)S(=O)(=O)CCCC (centres undefined) | -18
O=C(Nc1cccc2cccnc12)N1CCOCC1CC(O)c1cccs1 (centres undefined) | -6
Cc1ccccc1OCc1nn2c(C(F)(F)F)nnc2s1 | 1
O=C(COc1ccccc1F)Nc1ccc2c(c1)OC(F)(F)O2 | -17
CC(Sc1nnc(Nc2ccccc2)s1)C(=O)NCc1ccco1 (centres undefined) | -2
CC(=O)CCCCCC(=O)NCC1COc2ccccc2O1 (centres undefined) | -4
COc1ccc(OC)c(C(C)NC(=O)CSc2nc3ccccc3o2)c1 (centres undefined) | -10
CCc1cnc(C)nc1N1CCC(O)(Cn2ccnc2)CC1 | 0
CCC(=O)Nc1ccc(-c2ccc(OC)nc2)c(C)n1 | -14
CSC(C)(C)CNC(=O)N(C)CC1CCCO1 (centres undefined) | -7
Cn1c(-c2ccc(F)cc2)n[nH]c1=S | -16
Cc1nc2sc3c(c2c2nncn12)CCCC3 | -18&53
Cc1nccc(CNC(=O)NCCSCc2cccs2)n1 | 6
CNS(=O)(=O)c1csc(C(=O)OCc2sc(C)nc2C)c1 | -5
N#CC1C(=N)SC(=N)C(C#N)C1c1ccc([N+](=O)[O-])cc1 (centres undefined) | 62*
Cc1cc2ncc(C(=O)NCCCOC(C)C)c(C)n2n1 | 0
CCN(CC)S(=O)(=O)c1ccc(NC(=O)CN2C(=O)NC(C)(c3ccc(C#N)cc3)C2=O)cc1 (centres undefined) | 0

(continued)
SMILES | mcGAS RapidFire
CCc1ccc(-c2nc(CN(CCO)C(C)C)cs2)cc1 | -4
Cc1nc2onc(OCC(=O)OCc3ccccc3)c2c(C)c1C | -1
CC(CNC(=O)OC(C)(C)C)N(C)C(=O)c1scnc1Cl (centres undefined) | -5
CC(C)c1nc2n(n1)CCCC2NC(=O)COc1ccc(CC#N)cc1 (centres undefined) | -1
CC(C)CC(=O)NNC(=O)C(C)N1CCCCC1C1OCCO1 (centres undefined) | -15
COc1cc(C(=O)Nc2ncccc2C)cc(Cl)c1OCC(C)C | -9
CCC(=O)N(c1nnc(SCC(=O)Nc2sc3c(c2C#N)CCC3)s1)C1CC1 | -4
Cc1cc(C(=O)N2CCN(S(=O)(=O)c3ccc(Br)cc3)CC2)c(C)s1 | -5
COCC(=O)N1CCCN(Cc2ccc(CO)o2)CC1 | -4
CN(Cc1cc(-c2ccccc2)no1)Cc1cnn(C)c1C1CC1 | -23
CCn1nc(C)cc1C(=O)OCc1nc(C)c(C)s1 | 3
O=C1CCC(C(=O)NCc2cccnc2N2CCOCC2)=NN1 | -9
CCn1ccnc1S(=O)(=O)Cc1ccc(Cl)c(Cl)c1 | 1
CSC1CCCC1N(C)C(=O)Nc1c(C)nn(C(C)C)c1C (centres undefined) | -7
Cc1nc(NS(=O)(=O)c2ccc(F)c(F)c2)n(-c2ccc(C#N)cc2)n1 | -1
Cc1ccc2c(=O)cc(C(=O)NCc3cccnc3-n3ccnc3)oc2c1 | -18
COC(=O)C1(C(F)(F)F)N=C(C2CCCCC2)OC(N(C)C)=N1 (centres undefined) | -20
Cc1ccccc1CSc1ncc(CO)n1CC(N)=O | -6
CCOC(=O)NCCc1cc(OC)c(OC)cc1C(C)=O | -3
CCN(C(=O)c1cc(Cl)nc(NC)c1)c1nc(C)cs1 | -30
O=C(O)CNc1cccc(C(=O)NCCN2CCCCC2)c1 | -12
CCCc1cc(=O)[nH]c(Sc2c(-c3ccccc3)c3cc([N+](=O)[O-])ccc3[nH]c2=O)n1 | -2
CC(=O)c1c(C)[nH]c(C(=O)C(C)OC(=O)c2ccc(Cl)cc2F)c1C (centres undefined) | -2
COc1ccccc1-n1nnnc1SC1CC(C)OC1=O (centres undefined) | -5
CC(=O)Nc1ccc(NC(=O)C(C)Sc2nnc(COc3ccc(F)cc3)o2)cc1 (centres undefined) | -4

The final three records of the part above lead into the next.
SMILES | mcGAS RapidFire
CC(=O)c1c(C)[nH]c(C(=O)C(C)OC(=O)c2ccc(Cl)cc2F)c1C (centres undefined) | -2
COc1ccccc1-n1nnnc1SC1CC(C)OC1=O (centres undefined) | -5
CC(=O)Nc1ccc(NC(=O)C(C)Sc2nnc(COc3ccc(F)cc3)o2)cc1 (centres undefined) | -4
CC(=O)Nc1cccc(C(=O)NC2CC(=O)N(CCc3ccccc3)C2)c1 (centres undefined) | -7
O=C(Nc1cc(Cl)ccc1Oc1ccc(Cl)cc1)C1CCS(=O)(=O)C1 (centres undefined) | -7
Cn1c(N)c(C(=O)COC(=O)c2cc3c(s2)CCC3)c(=O)n(C)c1=O | -16
Cc1ccc(NC2CCCN(C(=O)CSc3ccncc3)C2)cc1C (centres undefined) | -3
COc1ccc(Cn2c(=O)[nH]n(-c3ccccc3)c2=O)cc1F | -4
Oc1ccc2ccccc2c1C=NC1CC1 | -9
CC1CC(C)CN(CCNc2nc3c(cnn3C(C)(C)C)c(=O)[nH]2)C1 (centres undefined) | -11
N#Cc1ccc(CSCc2nc(-c3ccccc3)no2)cc1 | -6
CCc1nn(CCO)cc1C(=O)O | -16
Fc1cc(F)cc(C2C=C(c3ccco3)Nc3ncnn32)c1 (centres undefined) | -8
Cc1ccc(NC(=O)CNC(c2cccnc2)c2ccc(C)c(C)c2)c(C)c1 (centres undefined) | -17
Cn1c(=O)c2ncn(CC(=O)Nc3ccc(C(=O)NC4CCCCC4)cc3)c2n(C)c1=O | -5
CC1=CC[C@@H]2CN(C(=O)c3cc(C)c4nc(N)sc4c3)C[C@@H]2C1 | 11
CSc1nc2ncc3c(=O)n(-c4ccc(OC(F)(F)F)cc4)ccc3n2n1 | -3
N#CCCN(C(=O)c1ccccc1-n1cccc1)C1CC1 | -9
CCOC(=O)CN1CC23C=CC(O2)C(C(=O)N2CCCC2)C3C1=O (centres undefined) | -7
COc1cccc(C(=O)Nn2cnc3c(cnn3-c3ccc(C)cc3)c2=O)c1OC | -2
Cc1ccc(C)c(NC(=O)C2(S(=O)(=O)c3ccccc3)CCCC2)c1 | -1
CC1CCC2(CC1)NN=C1SC(C)C(=O)N1N2 (centres undefined) | -6
O=C(NCC1CCN(c2ccc(F)c(F)c2)C1)c1cccs1 (centres undefined) | -8
C=CCN1C(=O)C(NC(=O)c2ccccc2)(C(F)(F)F)N=C1c1ccccc1 (centres undefined) | -6
COc1cc(C(=O)N=c2sccn2Cc2ccccc2)cc(Cl)c1OCC(N)=O | -6
CCCOc1ccc(NC(=O)NC(C)C(=O)NCC)cc1Cl (centres undefined) | -15
CCC1(c2ccc(C)cc2)NC(=O)N(CN2CCN(c3cnccn3)CC2)C1=O (centres undefined) | 2
CC1CCCCC1NC(=O)CCc1nc(-c2ccsc2)no1 (centres undefined) | -9

Carrying on.
SMILES | mcGAS RapidFire
O=C(c1cn[nH]c1)N1CCOC(Cc2cccc(F)c2)C1 (centres undefined) | -9
Cc1cc(=O)[nH]c(NCCNC2CCC3(CCNCC3)CC2)n1 | 19
Cc1ccc(CN(C)CC(=O)N(C)CC(=O)Nc2cc(C)ccc2C)c(C)c1 | -9
Cc1cc(CNS(=O)(=O)c2ccccc2C(C)(C)C)no1 | -7
O=C(Cc1cccs1)NCCCC(=O)Nc1cccc2cccnc12 | -6
O=C(COc1ccc(Cl)cc1)OCc1cc(-c2cc3ccccc3o2)on1 | -4
COc1cccc(N2CCn3c2nc2c3c(=O)[nH]c(=O)n2C)c1 | 0
COC(=O)c1ccc(N2C(=O)CC(NCc3ccco3)C2=O)cc1 (centres undefined) | -1

Reprinted at random: five records from the list.
SMILES | mcGAS RapidFire
O=C(Cc1cccs1)NCCCC(=O)Nc1cccc2cccnc12 | -6
O=C(c1cn[nH]c1)N1CCOC(Cc2cccc(F)c2)C1 (centres undefined) | -9
COc1cccc(N2CCn3c2nc2c3c(=O)[nH]c(=O)n2C)c1 | 0
COC(=O)c1ccc(N2C(=O)CC(NCc3ccco3)C2=O)cc1 (centres undefined) | -1
Cc1cc(CNS(=O)(=O)c2ccccc2C(C)(C)C)no1 | -7
